# High-throughput results (PubChem BioAssay)
# RGS4 act – RGS4 potentiators or activators, primary screen, cell-based, HEK293 M3R inducible RGS4, calcium flux | carbachol calcium flux Fluo4; stronger effect = lower value | B-score at 10 µM | 0.92% of 310,000 active | AID 463111, 2010;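 active = B-score of the integrated calcium signal more than 4 SD below the library mean, with starting fluorescence not abnormally high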;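 note: negative B-score means reduced calcium response which marks RGS4 activation or potentiation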
#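 Assay system: Inducible-RGS4 HEK293 cells carrying M3 receptor | Schedule: Compound preincubation 20 min at room temperature before agonist | Signal: Kinetic calcium fluorescence imaging with Fluo4-AM dye, 2 µM | Read-out basis: B score from integrated fluorescence ratio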
# GSK3 alpha inh – blockers of GSK3A enzyme activity – biochemical, luminescence, cell-free homogeneous, HTS, primary screen | Glycogen synthase kinase-3 alpha (Homo sapiens), P49840 | GSK-3 alpha kinase, ADP-Glo luminescence, 60 min | inhibition, % at 10 µM | 0.1% of 320,000 active | AID 2650, 2010;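 in the data active = inhibition above about 50%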;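 note: GST-tagged GSK-3 alpha with peptide substrate and 25 µM ATP; 0% = DMSO neutral wells and 100% = GW8510 positive control wells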
# KCNQ1 pot – potentiators or activators of KCNQ1 channel, primary screen, cell-based, thallium flux, high-throughput; Potassium voltage-gated channel subfamily KQT member 1 (Homo sapiens), P51787; CHO-K1 KCNQ1, thallium flux FluxOR fluorescence; stronger effect = higher value; B-score at 10 µM; 0.35% of 310,000 active;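 active = fluorescence ratio B-score, a plate-corrected score, at least three library SD, with initial intensity B-score within 5 SD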
# Target sequence (P51787 whole entry, looked up): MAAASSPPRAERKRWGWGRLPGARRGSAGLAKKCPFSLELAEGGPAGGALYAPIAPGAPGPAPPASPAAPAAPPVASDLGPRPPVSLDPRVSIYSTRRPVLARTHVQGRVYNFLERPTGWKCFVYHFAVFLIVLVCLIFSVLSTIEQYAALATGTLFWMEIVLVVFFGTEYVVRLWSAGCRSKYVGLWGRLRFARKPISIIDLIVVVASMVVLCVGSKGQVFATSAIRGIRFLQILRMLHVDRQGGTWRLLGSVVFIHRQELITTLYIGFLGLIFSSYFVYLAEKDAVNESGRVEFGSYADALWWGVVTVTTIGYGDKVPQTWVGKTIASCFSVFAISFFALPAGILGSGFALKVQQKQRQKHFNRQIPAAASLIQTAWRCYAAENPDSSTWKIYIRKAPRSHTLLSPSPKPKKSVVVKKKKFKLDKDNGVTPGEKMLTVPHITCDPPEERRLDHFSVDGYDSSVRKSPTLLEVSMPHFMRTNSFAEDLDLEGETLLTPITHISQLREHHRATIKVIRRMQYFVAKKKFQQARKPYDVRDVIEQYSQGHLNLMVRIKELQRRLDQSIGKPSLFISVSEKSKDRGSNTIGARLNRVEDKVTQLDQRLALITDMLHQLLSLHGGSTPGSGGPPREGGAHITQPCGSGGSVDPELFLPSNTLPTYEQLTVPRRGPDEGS
#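 Assay system: CHO-K1 cells stably expressing KCNQ1; Medium: assay buffer with matched DMSO; Also added: K+/Tl+ depolarizing stimulus; Dosing: single dose; Timing: dye 90 min, compound 20 min, room temperature; Measured by: kinetic FluxOR thallium fluorescence, 10-s 1-Hz baseline, 110-s post-stimulus read; Read-out: peak-minus-minimum fluorescence over initial fluorescence, negative-control normalized, B-scored.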
# KCNK3 block – human KCNK3 channel inhibitors, primary screen, CHO cells, FluxOR thallium flux, B-score | FluxOR fluorescence; stronger effect = lower value | B-score at 10 µM | 0.84% of 340,000 active | AID 602410, 2012;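 active = B-score under library mean minus 4 SD, starting fluorescence ratio at most library mean plus 5 SD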;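 note: more negative B-score means stronger inhibition of thallium flux through KCNK3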
# KCNK9 inh – KCNK9 potassium channel inhibitors, primary screen, HEK293 cells, thallium flux | 1.2% of 310,000 active | B-score at 10 µM | Potassium channel subfamily K member 9 (Homo sapiens), Q9NPC2 | FluxOR thallium flux fluorescence; stronger effect = lower value;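 active = ratio B-score over 3 SD below the library mean, with starting fluorescence within 5 SD of its mean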;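 note: negative B-score means less thallium flux so channel inhibition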
# PolyA inh – polyadenylation inhibitors in yeast reporter cells, primary screen, luminescence, S. cerevisiae; 0.02% of 300,000 active; S. cerevisiae SKY197-pL101 polyadenylation reporter, beta-gal luminescence; efflux-impaired pdr1/pdr3 knockout yeast; score 100 = 6 SD above DMSO; AID 1875, 2009; calls only at 12 µM;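 active = lowest replicate activity score at least 50, where 100 means six control SD above control mean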;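 note: yeast exposed to compound for 9 h at 30 °C; higher score means more reporter readthrough which indicates perturbed polyadenylation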
# hERG rescue – hERG rescue from dofetilide block, primary screen, cell-based, CHO-hERG, FluxOR thallium flux, dofetilide IC70; Voltage-gated inwardly rectifying potassium channel KCNH2 (Homo sapiens), Q12809; activation (rescue from dofetilide block), less the hit threshold, % at 10 µM; 0.51% of 310,000 active; AID 1511, 2009; dofetilide IC70 present;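 active = activation above the mean of controls blocked by dofetilide plus 5 SD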;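 note: thallium influx through hERG after potassium depolarization seen as dye fluorescence rise; in these data hits start at about 4.7%; inactives centre near -7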
# Dyrk1A ADPGlo – rat Dyrk1A kinase inhibitors, primary screen, biochemical, single point, plate reader; Dual specificity tyrosine-phosphorylation-regulated kinase 1A (Rattus norvegicus), Q63470; ADP-Glo luminescence, NFATc1 peptide; inhibition, % at 12.5 µM; 0.43% of 310,000 active; AID 504441, 2011; in the data active = inhibition above about 50%;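 note: plate controls were vehicle with enzyme for no effect and no enzyme for full effect; many of its hits are not listed in these tables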
# HDAC3 inhib – HDAC3 deacetylase inhibitors, primary screen, biochemical, fluorescence, cell-free homogeneous; recombinant HDAC3, fluorogenic peptide/trypsin coupled; AID 2718, 2010; 0.15% of 320,000 active; inhibition, % at 8.3 µM; Histone deacetylase 3 (Homo sapiens), O15379; in the data active = inhibition above about 26%, passing the limit was not always enough
# KCNQ1 inh – inhibitors of human KCNQ1 channel, primary screen, cell-based, thallium flux, high-throughput. CHO-K1 KCNQ1, FluxOR thallium flux fluorescence; stronger effect = higher value. Potassium voltage-gated channel subfamily KQT member 1 (Homo sapiens), P51787. B-score at 10 µM. 1.3% of 310,000 active;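 active = compounds whose thallium flux B-score, printed positive for inhibition, exceeds three library SD while starting fluorescence stays within three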;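 note: channel opened by potassium depolarization with thallium stimulus after 20 min compound exposure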
# GSK3B inh – human GSK3beta kinase inhibitors, primary screen, biochemical, cell-free homogeneous, HTS; Glycogen synthase kinase-3 beta (Homo sapiens), P49841; GST-GSK3beta kinase, ADP-Glo luminescence, 60 min; stronger effect = lower value; activity score (negative = inhibition), % at 10 µM; 0.038% of 300,000 active;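 active = more than half of replicate wells score below -50%, meaning over 50% inhibition versus plate controls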;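 note: 0% = median DMSO wells and -100% = median GW8510 positive control wells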
# Target sequence (P49841 whole entry, looked up): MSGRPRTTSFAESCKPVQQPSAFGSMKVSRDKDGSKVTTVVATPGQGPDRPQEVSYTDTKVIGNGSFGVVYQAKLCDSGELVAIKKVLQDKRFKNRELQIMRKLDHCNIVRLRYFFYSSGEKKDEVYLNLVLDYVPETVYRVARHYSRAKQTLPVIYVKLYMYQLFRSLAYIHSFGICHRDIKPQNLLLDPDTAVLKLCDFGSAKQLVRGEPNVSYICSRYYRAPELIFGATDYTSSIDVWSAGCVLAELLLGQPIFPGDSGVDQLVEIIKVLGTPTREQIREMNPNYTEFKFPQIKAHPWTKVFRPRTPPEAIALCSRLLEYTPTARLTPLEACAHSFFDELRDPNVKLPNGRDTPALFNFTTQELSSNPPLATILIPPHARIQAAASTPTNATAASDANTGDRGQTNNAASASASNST
#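 test system = GST-tagged human GSK3beta kinase, cell-free | reagent = 25 µM ATP with peptide substrate | dosing = one dose of 10 µM per compound | schedule = 60 min reaction, RT | detection = luminescent ADP-Glo measurement of ADP formed | control set = DMSO neutral wells and GW8510 at 20 µM as positive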
# * = called active by the depositor; i = inactive; / = not tested or not shown. A portion of the library (hit frequency here may not be typical).
1	Cc1ccc(C)c(SCC(=O)Nc2nnc(-c3ccccc3)o2)c1
2	CO/N=C/NC(=O)c1ccc([N+](=O)[O-])c(CS(=O)(=O)c2ccc(Cl)cc2)c1
3	CCN1CCCC1CNC(=O)CSc1cc(=O)n(C)c2cc(Cl)ccc12 (configuration not stated)
4	O=C(c1cccc2ccccc12)N1CCN(CC2CC=CCC2)CC1 (configuration not stated)
5	COc1cccc(CCNC(=O)CC2C(=O)NCCN2Cc2ccc(C)o2)c1 (configuration not stated)
6	CCOC(=O)C1CCN(C(=O)/C=C/c2cc(OC)c(OC)c(OC)c2)CC1
7	COc1ccc(C2CC(c3cccs3)=NN2C(=O)CCC(=O)O)cc1 (configuration not stated)
8	O=[N+]([O-])c1ccc(N2CCN(C(=S)Nc3cccc(F)c3)CC2)cc1
Assay by compound	1	2	3	4	5	6	7	8
RGS4 act	i	i	i	i	i	i	i	i
GSK3 alpha inh	-11	-4	2	-2	-1	6	-3	/
KCNQ1 pot	i	i	i	i	i	i	i	i
KCNK3 block	i	i	i	i	i	i	i	i
KCNK9 inh	i	i	i	i	i	i	i	i
PolyA inh	i	i	i	i	i	i	i	i
hERG rescue	1	-4	-11	-8	-7	-16	-4	-9
Dyrk1A ADPGlo	4	3	-3	/	3	-2	/	2
HDAC3 inhib	6	-3	1	1	-6	8	-12	11
KCNQ1 inh	i	i	i	i	i	i	i	i
GSK3B inh	3	-1	-2	3	1	1	3	2

# Down the list, quoted from above.
# Entries 3 to 7 in GSK3B inh: -2, 3, 1, 1, 3
# Entries 3 to 7 in RGS4 act: i, i, i, i, i
# Entries 3 to 7 in KCNK9 inh: i, i, i, i, i

# Continuation.
9	O=C(CCn1c2c(c3ccccc31)CCCC2)NNC(=O)c1ccc(Cl)c([N+](=O)[O-])c1
10	O=C(OC1CCCCC1=O)c1cc(S(=O)(=O)N2CCOCC2)ccc1F (configuration not stated)
11	COc1cccc(/C=C2/C(=O)NN(c3ccc(Br)cc3)C2=O)c1O
12	CCC(=O)Nc1sc(Cc2ccccc2)c(C)c1C(N)=O
13	Nc1ccc(S(=O)(=O)c2ccc(Cl)cc2)cc1
14	CCc1ccc(NC(=O)CC2C(=O)N(c3ccc(C)cc3)C(=O)N2C2CC2)cc1 (configuration not stated)
15	O=S(=O)(Nc1ncccn1)c1ccc(NC(=S)Nc2ccccc2)cc1
16	S=C(NCc1cccnc1)Nc1ccc2c(c1)OCO2
Assay by compound	9	10	11	12	13	14	15	16
RGS4 act	i	i	i	i	i	i	i	i
GSK3 alpha inh	-5	-1	-4	0	-3	-3	-3	-2
KCNQ1 pot	i	i	i	i	i	i	i	i
KCNK3 block	i	i	i	i	i	i	i	i
KCNK9 inh	i	i	i	i	i	i	i	i
PolyA inh	i	i	i	i	i	i	i	i
hERG rescue	-9	-9	-2	-1	-5	-11	-7	-5
Dyrk1A ADPGlo	1	-1	10	1	-7	-6	1	-4
HDAC3 inhib	2	0	-2	-1	5	7	-2	-1
KCNQ1 inh	i	i	i	i	i	i	i	i
GSK3B inh	-1	1	0	0	0	2	5	1

# In the list so far, two contain an aryl thioether with sulfur outside any ring.
1	Cc1ccc(C)c(SCC(=O)Nc2nnc(-c3ccccc3)o2)c1
3	CCN1CCCC1CNC(=O)CSc1cc(=O)n(C)c2cc(Cl)ccc12 (configuration not stated)
Assay by compound	1	3
RGS4 act	i	i
GSK3 alpha inh	-11	2
KCNQ1 pot	i	i
KCNK3 block	i	i
KCNK9 inh	i	i
PolyA inh	i	i
hERG rescue	1	-11
Dyrk1A ADPGlo	4	-3
HDAC3 inhib	6	1
KCNQ1 inh	i	i
GSK3B inh	3	-2

# (next part)
17	O=C(CCN1C(=O)CSC1=O)Nc1ccc(Br)cc1
18	O=C(O)c1ccc(NS(=O)(=O)/C=C/c2ccccc2)cc1O
19	COC(=O)c1c(NC(=O)CC2SC(N)=NC2=O)sc2c1CCC(C)C2 (configuration not stated)
20	C1CCC(OCCN2CCN(CCOC3CCCCC3)CC2)CC1
21	CC(NC(=O)c1ccccc1)C(=O)OCC(=O)c1ccc(Br)cc1 (configuration not stated)
22	Cc1ccc(OCC(O)CN2CCN(CCO)CC2)c(C)c1 (configuration not stated)
23	Cc1cc(NC(=O)CCC2CCCC2)no1
24	O=C(O)COc1ccc(Cl)cc1CO
Assay by compound	17	18	19	20	21	22	23	24
RGS4 act	i	i	i	i	i	i	i	i
GSK3 alpha inh	-4	-3	1	-2	3	0	-2	-3
KCNQ1 pot	i	i	i	i	i	i	i	i
KCNK3 block	i	i	i	i	i	i	i	/
KCNK9 inh	i	i	i	i	i	i	i	i
PolyA inh	i	i	i	i	i	i	i	i
hERG rescue	-10	-10	-6	-1	-3	-5	-4	-2
Dyrk1A ADPGlo	0	-6	2	/	-2	-5	4	/
HDAC3 inhib	-1	11	-4	-6	-2	0	/	-2
KCNQ1 inh	i	i	i	i	i	i	i	i
GSK3B inh	5	2	2	2	5	1	-2	1

25	COCc1cc(C)nc(SCc2ccc(Br)cc2)c1C#N
26	Cc1cccc(NNC(N)=S)c1C
27	CC1(C)Cc2c(sc3nnn(Cc4ccccc4)c(=O)c23)CO1
28	O=C(CSCc1c(F)cccc1Cl)NCC1CCCO1 (configuration not stated)
29	CCC(=O)Nc1cccc(NC(=O)CSc2nnc(C(C)C)n2CC)c1
30	CCCCC(=O)Nc1ccc(N2CCN(C(=O)c3ccco3)CC2)cc1
31	Cc1ccc(-n2nc(C)c(C(C)(O)C(F)(F)F)c2N)cc1 (configuration not stated)
32	CC(C)(C)C(=O)Nc1cccc(-c2ncon2)c1
Assay by compound	25	26	27	28	29	30	31	32
RGS4 act	i	i	i	i	i	i	i	i
GSK3 alpha inh	0	-2	9	/	-1	-1	0	-3
KCNQ1 pot	i	i	i	i	i	i	i	i
KCNK3 block	-11*	i	i	i	i	i	i	i
KCNK9 inh	i	i	i	i	i	i	i	i
PolyA inh	i	i	i	i	i	i	i	i
hERG rescue	-8	-10	-9	-13	-7	-14	-3	-7
Dyrk1A ADPGlo	-3	-8	5	5	11	-5	-6	/
HDAC3 inhib	3	0	1	/	-1	0	-3	-5
KCNQ1 inh	i	i	i	i	i	i	i	i
GSK3B inh	-2	2	3	-8	/	-4	-1	-6

# Following part
# Fields – RGS4 act, GSK3 alpha inh, KCNQ1 pot, KCNK3 block, KCNK9 inh, PolyA inh, hERG rescue, Dyrk1A ADPGlo, HDAC3 inhib, KCNQ1 inh, GSK3B inh
33. CCN(CC)C(=O)Cc1ccccc1
→ i, -2, i, i, i, i, -4, 6, 3, i, 1
34. COc1ccc2[nH]c(=O)c(CN(C(C)=O)c3ccc(C)cc3C)cc2c1
→ i, 0, i, i, i, i, -5, -5, -16, i, -7
35. O=C(O)c1cccc(-n2cccc2/C=C/[N+](=O)[O-])c1
→ i, 6, i, i, i, i, -17, 10, 2, i, 2
36. Cc1ccc(C(=O)N2CCC(C(=O)NCc3ccco3)CC2)cc1
→ i, 1, i, i, i, i, -8, 8, 2, i, 0
37. CCOc1cc(/C=N\NC(=O)c2ccc(NC(=O)C(C)(C)C)cc2)ccc1OC(=O)c1cccc(C)c1
→ i, -1, i, i, i, i, -8, 1, 18, i, 2
38. CSc1ccc(C(=O)C2CCCN(C(=O)Cc3nonc3C)C2)cc1 (configuration not stated)
→ i, 0, i, i, i, i, -5, 6, 1, i, 4
39. Cn1c(SCc2nc(-c3ccc(Br)cc3)no2)nnc1-c1ccco1
→ i, 0, i, i, i, i, -6, 4, 0, i, 5
40. CCOC(=O)c1c(NC(=O)CN2C(=O)NC3(CCC(C)CC3)C2=O)sc(C(=O)N(C)C)c1C (configuration not stated)
→ i, -1, i, i, i, i, -12, 0, 2, i, 0
41. Cc1ccc(NC(=O)COc2coc(CN3CCc4ccccc43)cc2=O)cc1Cl
→ i, /, i, i, i, i, 0, -5, /, i, 2
42. Oc1ccccc1C1=Nc2nc3ccccc3n2C(c2ccccc2)C1 (configuration not stated)
→ i, 1, i, i, i, i, -14, /, -5, i, 2
43. CCc1ccc2oc(C(=O)Nc3cccnc3)c(C)c2c1
→ i, -3, i, i, i, i, -4, -1, -4, i, 3
44. CCc1ccc(NC(=O)CCn2c(=O)oc3ccccc32)cc1
→ i, -1, i, i, i, i, -4, -4, 4, i, 4
45. N#C/C(=C\c1cccnc1)c1ccccc1[N+](=O)[O-]
→ i, 3, i, i, i, i, -9, 5, 2, i, -1
46. O=C(CCc1ccccc1)Nc1ccc2c(c1)OCO2
→ i, 2, i, i, i, i, -4, 7, 2, i, 1
47. COc1ccc(CC(=O)NCc2n[nH]c(=S)n2-c2ccccc2OC)cc1
→ i, 1, i, i, i, i, -15, -3, 5, i, -4
48. Cc1cccc(-n2c(C)nc3ccsc3c2=O)c1
→ i, -1, i, i, i, i, -3, /, 2, i, 0
49. Oc1ccc(-c2cnc(-c3ccc(O)cc3)nc2)cc1
→ i, 2, i, i, i, i, -3, /, 4, i, -4
50. CC[C@@]12C(=O)N(c3cccc(F)c3)C(=O)N1[C@H](c1cccc(C)c1)[C@@H]1C(=O)N(Cc3ccccc3)C(=O)[C@@H]12
→ i, 0, i, i, i, i, -6, -4, 1, i, -2
51. COc1ccc(-c2n[nH]c(=S)n2N)c(OC)c1
→ i, -2, i, i, i, i, -8, -2, 2, i, 2
52. Cc1noc(/C=C/N(C)C)c1S(=O)(=O)N1CCCC(C(=O)NCCC2=CCCCC2)C1 (configuration not stated)
→ i, 0, i, i, i, i, -5, 1, 6, i, -3
53. CCc1ccc(N=CC2=C(O)CC(c3ccco3)CC2=O)cc1 (configuration not stated)
→ i, -7, i, i, i, i, -10, -10, 3, i, 1
